Source: PubChem BioAssay
NSD2 inh – inhibitors of human histone methyltransferase NSD2; inhibition, % at 12.5 µM; NSD2 peptide methylation, AlphaScreen, 120 min; 0.54% of 310,000 active; O96028; in the data active = inhibition above about 50%
Target sequence (O96028 whole entry, looked up): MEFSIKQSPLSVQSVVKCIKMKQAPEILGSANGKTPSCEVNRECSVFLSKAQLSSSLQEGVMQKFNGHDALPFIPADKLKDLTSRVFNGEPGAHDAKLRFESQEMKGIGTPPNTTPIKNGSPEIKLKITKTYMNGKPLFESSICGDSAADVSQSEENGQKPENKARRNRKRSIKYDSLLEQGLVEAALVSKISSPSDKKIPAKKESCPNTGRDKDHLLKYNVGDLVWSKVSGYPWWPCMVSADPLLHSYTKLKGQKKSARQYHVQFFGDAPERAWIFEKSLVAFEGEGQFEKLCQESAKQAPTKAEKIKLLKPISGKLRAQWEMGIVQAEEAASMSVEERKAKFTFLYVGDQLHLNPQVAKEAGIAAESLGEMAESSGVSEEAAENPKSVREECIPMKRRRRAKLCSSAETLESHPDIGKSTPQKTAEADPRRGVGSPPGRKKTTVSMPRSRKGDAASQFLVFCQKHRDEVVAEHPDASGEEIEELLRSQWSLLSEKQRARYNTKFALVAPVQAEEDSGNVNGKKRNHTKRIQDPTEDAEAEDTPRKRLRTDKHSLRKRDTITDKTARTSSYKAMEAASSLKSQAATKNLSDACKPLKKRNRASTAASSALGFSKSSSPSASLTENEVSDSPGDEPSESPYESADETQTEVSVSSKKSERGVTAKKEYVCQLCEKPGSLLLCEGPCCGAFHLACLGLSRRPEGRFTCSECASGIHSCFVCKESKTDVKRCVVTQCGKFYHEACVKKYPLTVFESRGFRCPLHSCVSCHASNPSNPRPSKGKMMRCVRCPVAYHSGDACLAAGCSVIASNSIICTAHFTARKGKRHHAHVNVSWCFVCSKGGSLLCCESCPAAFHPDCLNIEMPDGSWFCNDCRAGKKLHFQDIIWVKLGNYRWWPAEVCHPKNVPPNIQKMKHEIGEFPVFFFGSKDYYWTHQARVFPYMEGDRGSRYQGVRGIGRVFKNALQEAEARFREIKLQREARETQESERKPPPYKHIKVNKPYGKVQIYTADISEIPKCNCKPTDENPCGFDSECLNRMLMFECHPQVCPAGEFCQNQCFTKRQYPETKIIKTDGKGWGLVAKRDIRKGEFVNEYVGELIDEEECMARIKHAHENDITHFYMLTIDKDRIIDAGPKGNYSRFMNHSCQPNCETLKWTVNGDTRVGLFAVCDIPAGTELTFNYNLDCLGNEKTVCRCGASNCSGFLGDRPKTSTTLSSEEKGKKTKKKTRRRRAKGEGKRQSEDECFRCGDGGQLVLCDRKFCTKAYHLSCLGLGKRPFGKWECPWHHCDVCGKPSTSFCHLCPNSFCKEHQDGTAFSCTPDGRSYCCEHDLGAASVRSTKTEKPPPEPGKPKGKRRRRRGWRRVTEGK
Keap1-Nrf2 PPI – inhibitors of human Keap1-Nrf2 protein-protein interaction | AID 504523 | Q14145 | 0.15% of 340,000 active | inhibition, % at 9.4 µM | Keap1 Kelch-Nrf2 peptide fluorescence polarization, 1536-well; in the data active = inhibition above about 12%;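 also: human Keap1 Kelch domain with fluorescein labeled Nrf2 9mer peptide probe; 0% = neutral control wells and 100% = peptide positive control; higher means more block of Keap1 binding to Nrf2 peptide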
RTF Ca sens inh – cardiac RTF calcium desensitization | P19429+P45379 | 0.12% of 340,000 active | inhibition, % at 7.15 µM | IANBD-labeled cardiac RTF, Ca2+ fluorescence;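 active = inhibition above the mean inhibition of all tested compounds plus 3 SD, cut at about 17% in these data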;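 also: assay run at fixed EC70 calcium of 1.6 mM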
V-ATPase pH – regulators of yeast V-ATPase proton transport; S. cerevisiae, pHLuorin cytosolic pH fluorescence; response, % at 10 µM; 0.37% of 350,000 active; AID 504577; in the data active = response mostly above about 7.3%, no sharp cut-off; inactive = mostly below about 5.4%; also: actives read high; inactives centre near 0; some compounds called inactive have numbers as strong as hits; reference of the scale not given here
Pemphigus Ab inh – human desmoglein-3 autoantibody binding inhibition; DSG3-coupled beads, scFv-anti-DSG3-GFP binding, flow cytometry; stronger effect = lower value; binding (percent of control), % at 10 µM; 0.48% of 310,000 active; AID 588358;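 active = binding more than 3 SD below its plate's average and above zero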;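 also: hits lower antibody fragment binding to DSG3; some compounds called inactive have numbers as strong as hits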
CAL PDZ FP-1 – human CAL PDZ-peptide interaction inhibition | purified CAL PDZ, TMR-peptide fluorescence polarization, 1 h | inhibition, % at 20 µM | 0.02% of 330,000 active | AID 504414;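 active = highest replicate inhibition of at least 40%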;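 also: plate controls were DMSO neutral control wells for no effect and unlabeled competitor peptide control wells for full effect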
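material = purified tagged CAL PDZ domain construct (CerCALP) | compound dosing = 20 µM, one dose | times = 1 h at RT | measured by = fluorescence polarization from S- and P-plane intensities, G-factor corrected | read-out = inhibition from polarization loss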
Arrestin-AP2 inh – human beta-arrestin and AP2 interaction inhibition; FITC-arrestin peptide / GST-AP2 beads, flow cytometry; AP2 beta2 appendage carries R879A mutation; 0.31% of 340,000 active; inhibition, % at 10 µM;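 active = inhibition above a set limit, near 3 SD of compounds lacking own fluorescence, cut at about 54% in these data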;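 also: plate controls were DMSO wells for no effect and 5 µM unlabelled arrestin peptide for full effect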
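System: GST-AP2 R879A glutathione beads | Also added: FITC-arrestin peptide, 50 nM | Times: 12 min plus 1 h, RT | Signal: Bead flow cytometry, FITC channel | Buffer or medium: PBS with 0.05% Tween 20 and 0.1% BSA | Read-out basis: Percent drop in bead-associated FITC signal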
DAGLB inh – blocks human DAGLB lipase activity; Q8NCG7; HEK293T DAGLB membrane lysate, EnzChek fluorogenic substrate; inhibition, % at 5.17 µM; 0.059% of 340,000 active; in the data active = inhibition above about 34%;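 also: 0% = enzyme with vehicle and 100% = wells lacking enzyme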
CAL PDZ FP-2 – inhibitors of human CAL PDZ peptide binding | Q9HD26 | purified CAL PDZ, TMR-peptide fluorescence polarization, 1 h | inhibition, % at 24.9 µM | 0.92% of 300,000 active | AID 602252;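 active = mean inhibition of at least 30% with at least half of replicates also reaching 30%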;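 also: 0% = DMSO neutral control and 100% = excess unlabeled competitor peptide PRC23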
LANA DNA inh – inhibitors of KSHV LANA C-terminal domain DNA binding; 0.078% of 340,000 active; inhibition, % at 9 µM; MBP-C-LANA/FAM-LBS DNA binding, fluorescence polarization;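 active = highest replicate inhibition at or above 60% at 9 µM, even if other replicates fall short; inactive = all replicates below 60% inhibition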;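 also: 0% = neutral control wells and 100% = 4 µM acridine orange control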
Numbers without * were called inactive; / = not tested or not shown.

SMILES	NSD2 inh	Keap1-Nrf2 PPI	RTF Ca sens inh	V-ATPase pH	Pemphigus Ab inh	CAL PDZ FP-1	Arrestin-AP2 inh	DAGLB inh	CAL PDZ FP-2	LANA DNA inh
C/C(=N\NC1=N[C@H]2CS(=O)(=O)C[C@H]2S1)c1ccccc1	-2	/	/	-1	99	/	33	/	/	/
COc1ccc(C(=O)OC(C(=O)c2ccc(C)cc2)c2ccccc2)cc1 (stereo not given)	2	-4	8	-3	100	-2.0	-11	-10	0	1.0
C=CCn1c(O)c(C=Nc2ccc(CN3CCCCC3)cc2)c(=O)[nH]c1=S	4	/	/	-5	106	/	-9	/	/	/
CC(=O)/C(=N\Nc1ccc(Cl)cc1Cl)Sc1cccc2cccnc12	-1	-5	-3	1	114	-0.2	10	-10	1	-1.2
O=S(=O)(Nc1ccc2c(c1)nc1n2CCN(Cc2ccccc2)C1)c1ccc(Cl)cc1	0	1	-5	-1	96	-3.8	21	0	-7	-1.5
CCC(C(=O)Nc1cccnc1Cl)c1ccccc1 (stereo not given)	-2	0	-8	-3	103	-0.5	-4	-3	-4	-1.8
CCCCc1ccc(N/C(N)=N/c2nc(C)cc(C)n2)cc1	0	/	/	0	100	/	29	/	/	/
COc1ccc(OC)c(S(=O)(=O)Nc2cc3c(cc2N2CCCC2)n(C)c(=O)c(=O)n3C)c1	41	-4	-8	1	/	0.6	2	-1	0	0.5
C[C@@]12C(=O)Nc3ccc(F)cc3C(=O)N1[C@H]1c3cc(Br)ccc3OC[C@@H]1[C@@H]2c1ccccc1	/	2	-4	1	101	-0.3	3	-6	-4	2.7
CC(=O)NCCN1C(=O)C2C3c4ccccc4C(c4ccccc43)C2C1=O (stereo not given)	76*	-9	-9	-5	101	0.2	10	0	-4	-2.8
O=C(CNS(=O)(=O)c1ccc(Br)s1)NCc1ccc(F)cc1	-7	-5	5	-3	93	-1.0	-3	1	-5	-2.4
Cc1csc(NC(=O)c2cc3c(s2)CCCCC3)n1	/	0	3	2	99	-1.0	-8	-8	-5	1.3
Nc1nc(-c2ccc(Oc3ccccc3)cc2)cs1	3	-2	0	4	102	0.1	-5	0	13	-0.9
Cc1ncc([N+](=O)[O-])n1CCN1C(=O)c2ccccc2C1=O	-1	-1	-6	-4	97	-1.0	6	1	-3	-1.3
NC(=O)c1nn(-c2ccccc2)nc1NC(=O)CSc1nnnn1-c1ccc(Cl)cc1	17	-3	-4	1	108	-0.7	4	1	-2	-2.1

Sorted by the number under LANA DNA inh (ascending): 3 of the compounds above
| compound | LANA DNA inh |
| --- | --- |
| CC(=O)NCCN1C(=O)C2C3c4ccccc4C(c4ccccc43)C2C1=O (stereo not given) | -2.8 |
| NC(=O)c1nn(-c2ccccc2)nc1NC(=O)CSc1nnnn1-c1ccc(Cl)cc1 | -2.1 |
| COc1ccc(OC)c(S(=O)(=O)Nc2cc3c(cc2N2CCCC2)n(C)c(=O)c(=O)n3C)c1 | 0.5 |

Additional structures.
SMILES	NSD2 inh	Keap1-Nrf2 PPI	RTF Ca sens inh	V-ATPase pH	Pemphigus Ab inh	CAL PDZ FP-1	Arrestin-AP2 inh	DAGLB inh	CAL PDZ FP-2	LANA DNA inh
CCOC(=O)c1[nH]c2ccc(OC)cc2c1NC(=O)CCN1CCCC(C)C1 (stereo not given)	-1	-2	-12	4	99	-0.2	-21	0	/	-1.2
CSc1ccc(OC2CCN(Cc3ccccc3)CC2)cc1	8	0	-1	-2	97	-1.1	-2	-9	-1	1.2
O=C(O)/C=C/c1cnn(-c2ccccc2)c1	-2	0	-8	2	100	0.2	-20	2	-2	-1.0
COc1ccc(N(C)C(=O)C2CCN(S(=O)(=O)c3cccc4nonc34)CC2)c(OC)c1	4	-1	6	1	97	-1.2	28	0	-6	0.1
O=C(CSc1nnc(-c2ccccc2F)o1)NC1CCCCC1	39	-9	-32	1	/	-1.8	1	0	-2	-0.5
CC(=O)Nc1cc(OC(C)=O)c2nonc2c1OC(C)=O	/	-5	-1	-3	108	-1.4	2	-22	-3	0.5
CC12CCC(=O)N1C(C(=O)Nc1nc3ccc(S(C)(=O)=O)cc3s1)CS2 (stereo not given)	0	0	4	2	98	-0.1	6	3	/	-1.6
O=C(CN1C(=O)C2CCCN2c2ncc(Cl)cc21)NCc1ccc2c(c1)OCO2 (stereo not given)	-1	-15	-3	0	105	-1.5	3	5	-3	-0.7
CCCCC1C(=O)CC[C@H]2[C@@H]1CC(=O)[C@@H]2C/C=C\CCCC(=O)O (stereo not given in full)	/	-4	7	-3	102	-0.8	3	3	0	-0.4
O=C1C(=O)N(Cc2cccnc2)C(c2cccc(Br)c2)/C1=C(/O)c1ccc2c(c1)OCO2 (stereo not given)	25	-5	-8	-4	/	-2.7	0	1	-4	0.4
CCC(=O)NC(=S)Nc1ccc(NC(=O)c2ccccc2[N+](=O)[O-])cc1	-1	-3	-5	0	95	-1.0	-10	1	-5	0.6
O=C(CNC(=O)c1ccc(Cl)cc1)OC1CCOC1=O (stereo not given)	-2	2	-7	0	96	/	1	1	5	-1.2
O=C(Cn1nnc(-c2ccccc2-n2cnnn2)n1)NCc1ccccc1	0	-3	-1	-1	100	-2.1	3	2	-7	-0.7
CCC1CCCCN1C(=O)COC(=O)c1cc(C)nc2ccccc12 (stereo not given)	-1	-3	1	-1	103	-1.1	-11	-2	-3	-1.2
COc1cc(/C=C/C(=O)c2ccc(C)cc2)ccc1OCC#N	3	0	-3	-2	98	-0.2	1	1	-4	0.4
CCC(CC)C(=O)Nc1nnc(-c2cccs2)s1	-4	0	-6	-2	100	-2.1	8	-2	5	1.1
Cc1ccc(Cl)c(NC(=O)CN(C)CC(=O)Nc2ccc(F)c(F)c2F)c1Cl	-2	-3	-5	-3	117	-1.8	26	3	-5	1.2
COC(=O)c1c(-n2cnnn2)sc(C)c1C	4	-5	-6	-3	101	-0.7	13	-2	2	-3.7
C/C(=N\Nc1nccnc1Cl)c1c(F)c(F)c(F)c(F)c1F	-2	-2	8	-5	103	-2.5	11	-2	-4	0.0
COC(=O)Cn1c(CCS(=O)(=O)c2ccc(C)cc2)nc2ccccc21	1	2	-5	1	/	-2.6	32	1	-2	-0.2
COc1ccc(CNC(=O)c2cc3c(s2)CS(=O)C3)cc1 (stereo not given)	/	-3	-10	6	105	-0.5	11	1	/	0.0
CCOc1ccc(CCNC(=O)C2CCN(S(=O)(=O)c3ccc(C)cc3)CC2)cc1OCC	-1	1	2	0	96	0.3	-4	0	-1	2.0
Cn1c(CNC(=O)C2CCCCC2)cc2ccccc21	-1	-1	-5	-1	103	0.5	2	-2	-1	3.3
Cc1nc(-c2ccc(NC(=O)CC(C)C)cc2)cs1	-3	-3	4	0	123	-3.1	37	-1	-3	0.1
Cc1cccc(NC(=S)NC(=O)C2CC2)c1	0	-4	-4	4	/	-2.8	6	-3	0	-2.3
CCO[C@@H]1OC(C(=O)NCc2ccccc2)=C[C@H](C2CC2)[C@H]1CCCO	/	-3	9	-3	102	-0.7	6	-1	-2	1.0
CCC(=O)NC(c1ccc(C)cc1)c1cc(Cl)c2cccnc2c1O (stereo not given)	/	-4	-6	-4	101	0.2	-4	15	-2	-1.4
Cc1cc(=O)oc2cc(NC(=O)C(C)Oc3ccccc3)ccc12 (stereo not given)	-6	0	3	1	107	-3.4	-12	-2	-3	-0.9
NS(=O)(=O)c1ccc(NC(=O)Nc2ccc(S(N)(=O)=O)cc2)cc1	-1	/	/	2	97	/	-9	/	/	/
Clc1ccc(CSc2nnc(-c3cccnc3)n2Cc2ccco2)c(Cl)c1	/	-16	1	1	99	-2.1	-9	2	-4	-0.2
O=C(C1CCN(C2CC(=O)N(Cc3ccccc3)C2=O)CC1)N1CCCCCC1 (stereo not given)	0	5	-8	-3	102	-0.7	-2	-3	2	0.7
CCOC(=O)Nc1ccc2c(c1)nc(CN1CCCCC1)n2C	/	-3	-6	-1	116	0.5	2	0	7	0.7
CN1CCc2cc(Cl)c(O)cc2[C@@H](c2ccccc2)C1	/	2	10	-2	117	-0.9	4	0	-4	0.5
Cc1ccc2nc(C)cc(C(=O)OCC(=O)Nc3c(C)n(C)n(-c4ccccc4)c3=O)c2c1	-1	1	-9	1	92	-0.4	-15	1	4	0.5
Cc1[nH]c2ccc(OCc3ccccc3)cc2c1CCN1C(=O)OC(C)(C)C1(C)O (stereo not given)	/	4	0	4	100	-0.1	37	3	/	-0.9
N/C(=N\OS(=O)(=O)c1ccccc1)c1ccncc1	3	-6	9	0	103	-3.5	19	1	-6	-2.2
CC(C)=C(NC(=O)c1ccccc1)C(=O)Nc1ccc(C(=O)O)cc1	4	3	-8	5	99	0.4	-6	-2	-6	0.3
CC(=O)NC1C(=O)Nc2c(C)cc(C)cc21 (stereo not given)	-1	-5	-4	-2	96	-0.8	-14	0	-1	0.1
Cc1ccc(C)c(N2N=C(C(=O)OCc3nnc(-c4ccccc4)o3)CCC2=O)c1	3	-8	-1	4	90	-2.1	-5	2	-6	1.2
Cc1ccc(NC(=O)C2CCN(S(=O)(=O)c3ccc4c(c3)NC(=O)C(C)S4)CC2)cc1C (stereo not given)	4	-5	-3	3	/	-1.6	-11	-1	-4	1.1
Cc1ccc(S(C)(=O)=O)cc1S(=O)(=O)Nc1ccccc1	-1	-4	6	-2	104	-0.3	2	2	-6	3.5
CCOC(=O)c1ccc(N2CCOCC2)c(NC(=O)c2nccnc2C(=O)O)c1	/	-5	-4	1	100	-0.5	1	-2	-4	0.5
CCN(CC)C(=O)Cn1nc(C)c2ccccc2c1=O	-2	-2	2	1	106	-0.8	-1	-1	-2	-2.0
Cc1ccc(-n2nc3c(=O)n(CC(=O)NCCCc4ccccc4)nc(C)c3c2C)cc1	1	4	11	0	95	-2.5	-6	-1	-4	-0.6
COc1ccc(-c2nc(CS(=O)CC(=O)NCCN3CCCCCC3)c(C)o2)cc1OC (stereo not given)	5	-2	0	5	105	-2.4	26	-4	2	-0.6

Overlap with the part before: three entries, then new ones.
SMILES	NSD2 inh	Keap1-Nrf2 PPI	RTF Ca sens inh	V-ATPase pH	Pemphigus Ab inh	CAL PDZ FP-1	Arrestin-AP2 inh	DAGLB inh	CAL PDZ FP-2	LANA DNA inh
CCN(CC)C(=O)Cn1nc(C)c2ccccc2c1=O	-2	-2	2	1	106	-0.8	-1	-1	-2	-2.0
Cc1ccc(-n2nc3c(=O)n(CC(=O)NCCCc4ccccc4)nc(C)c3c2C)cc1	1	4	11	0	95	-2.5	-6	-1	-4	-0.6
COc1ccc(-c2nc(CS(=O)CC(=O)NCCN3CCCCCC3)c(C)o2)cc1OC (stereo not given)	5	-2	0	5	105	-2.4	26	-4	2	-0.6
CCCCN(C(=O)CSc1nnnn1C)c1c(N)n(Cc2ccccc2)c(=O)[nH]c1=O	0	1	2	3	100	0.9	4	1	-3	-0.1
O=C1/C(=C/c2ccco2)N=C(N2CCCCC2)N1c1ccccc1	-9	1	-14	-4	94	0.0	-5	1	-5	-2.9
O=C(Cn1nc(-c2cccc([N+](=O)[O-])c2)c2ccccc2c1=O)NCC1CCCO1 (stereo not given)	0	-3	-7	2	101	-1.2	7	1	4	0.0
CCC(C(=O)Nc1nc(C)c(C(=O)OC)s1)c1ccccc1 (stereo not given)	-4	3	-2	-2	114	-0.7	41	-3	2	-1.1

Only part of the results is shown; rates above refer to the full screens.
